# CHRM5 antagonist: antagonists of human muscarinic M5 receptor (CHRM5); P08912; inhibition, % at 3 µM; 360,000 compounds, 0.59% hits; CHO-hM5 cells, Fluo-8 calcium fluorescence, ACh EC80;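 active = inhibition above a per-plate cutoff, the mean of that plate's test compounds plus 3 SD, cut at about 27% in these data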;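 note: 0% = acetylcholine EC80 with DMSO and 100% = DMSO without agonist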
# Target sequence (P08912 whole entry, looked up): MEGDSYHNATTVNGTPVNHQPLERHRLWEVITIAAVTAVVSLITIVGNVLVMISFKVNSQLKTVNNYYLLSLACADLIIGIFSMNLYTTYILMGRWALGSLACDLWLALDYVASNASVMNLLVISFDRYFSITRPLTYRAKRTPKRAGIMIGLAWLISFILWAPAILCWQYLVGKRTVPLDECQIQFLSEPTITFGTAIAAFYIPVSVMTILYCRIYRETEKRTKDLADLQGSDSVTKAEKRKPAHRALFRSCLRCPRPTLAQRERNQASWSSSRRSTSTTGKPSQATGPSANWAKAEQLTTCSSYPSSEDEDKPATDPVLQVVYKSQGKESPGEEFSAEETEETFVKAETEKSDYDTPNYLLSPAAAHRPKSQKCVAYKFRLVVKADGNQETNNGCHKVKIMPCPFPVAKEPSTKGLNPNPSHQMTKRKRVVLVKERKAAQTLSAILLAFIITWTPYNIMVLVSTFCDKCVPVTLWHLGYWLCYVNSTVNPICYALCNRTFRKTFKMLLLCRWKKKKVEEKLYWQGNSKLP
# M1 PAM parental: counter-screen for M1 PAMs: effect in parental CHO-K1 cells. ATP EC20, Fluo-8 calcium fluorescence; 0% at ATP EC20, 100% at ATP max. 360,000 compounds, 0.02% hits. activation, % at 3 µM;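 active = activation above the run cutoff, the mean activation of all test compounds plus 3 SD, cut at about 40% in these data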;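 note: peak over basal fluorescence ratio in a 140 s read after ATP addition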
# M4 PAM: positive allosteric modulators of human muscarinic M4 receptor | P08173 | CHO-K1 hM4/Gqi5, Fluo-8 calcium fluorescence, ACh EC20; 0% = ACh EC20, 100% = maximal ACh | activation, % at 3 µM | 360,000 compounds, 0.4% hits | AID 624126;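 active = activation above its plate's cutoff, the mean activation of sample wells plus 3 SD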; note: some results filed as inactive read as strong as hits
# Target sequence (P08173 whole entry, looked up): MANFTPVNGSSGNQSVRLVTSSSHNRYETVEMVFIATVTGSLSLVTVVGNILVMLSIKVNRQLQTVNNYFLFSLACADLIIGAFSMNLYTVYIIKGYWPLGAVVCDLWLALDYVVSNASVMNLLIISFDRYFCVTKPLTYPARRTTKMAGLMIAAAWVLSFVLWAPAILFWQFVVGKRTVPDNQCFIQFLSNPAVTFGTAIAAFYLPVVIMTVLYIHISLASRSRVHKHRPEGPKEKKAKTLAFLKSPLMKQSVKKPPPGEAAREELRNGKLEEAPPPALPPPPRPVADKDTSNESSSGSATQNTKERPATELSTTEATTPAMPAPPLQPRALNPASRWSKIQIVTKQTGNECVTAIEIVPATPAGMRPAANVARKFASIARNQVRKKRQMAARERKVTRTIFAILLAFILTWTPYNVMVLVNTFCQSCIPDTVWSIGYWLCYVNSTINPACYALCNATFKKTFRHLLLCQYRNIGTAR
# CHO-K1 Ca antag: nonselective inhibitor or artifact in parental CHO-K1 cells; ATP-induced calcium, Fluo-8 fluorescence; inhibition, % at 3 µM; 360,000 compounds, 0.6% hits; AID 602250;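 active = inhibition above a per-plate cutoff, the plate's mean sample inhibition plus 3 SD, cut at about 24% in these data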;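 note: 0% = DMSO plus EC80 ATP and 100% = DMSO alone without ATP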
# CHRM5 agonist: CHRM5 agonism in calcium assay; P08912; CHO-K1 hM5 cells, Fluo-8 calcium fluorescence; 0% DMSO wells, 100% maximal acetylcholine response; activation, % at 3 µM; 360,000 compounds, 0.19% hits; AID 624037;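 active = activation above the run's mean over test compounds plus 3 SD, cut at about 23% in these data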;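 note: signal is peak over basal fluorescence ratio across the kinetic read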
# M4 ag: agonists of human muscarinic M4 receptor (CHRM4); P08173; CHO-K1 hM4/Gqi5, Fluo-8 calcium fluorescence; vehicle 0%, full acetylcholine response 100%; activation, % at 3 µM; 360,000 compounds, 0.14% hits;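 active = activation above the run mean over all test wells plus 3 SD, cut at about 32% in these data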;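 note: peak over basal fluorescence ratio per well then scaled between controls; 0% = DMSO wells and 100% = acetylcholine at EC100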
# M5 PAM: potentiates acetylcholine response at human M5 receptor; P08912; CHO-K1 hM5, Fluo-8 calcium, ACh EC20 PAM; 0% = ACh EC20, 100% = ACh EC100; activation, % at 3 µM; 360,000 compounds, 0.3% hits; AID 624038;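 active = activation above the run cutoff, the mean activation of all test compounds plus 3 SD, cut at about 18% in these data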
#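 Assay system – human M5 receptor in CHO-K1 cells · Read-out – % activation, ACh-normalized · Technique – Fluo-8 calcium fluorescence · Dosing – single-point, 3 µM nominal · Incubation – Fluo-8 loading 80 min at 37 °C plus 30 min room temperature · Repeats – singlicate, one well per test compound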
# M1 ag parental: M1 agonist counterscreen hit in parental CHO-K1 cells. Fluo-8 calcium fluorescence; scaled to maximal ATP response, vehicle zero. activation, % at 3 µM. 360,000 compounds, 0.48% hits. AID 602248; in the data active = activation above about 15%;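 note: untransfected CHO-K1 host cells lacking M1 receptor as counterscreen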
# M4 antag: blocks acetylcholine activation of human M4 receptor | inhibition, % at 3 µM | CHO-hM4 cells, ACh EC80, Fluo-8 calcium fluorescence | P08173 | AID 624125 | 360,000 compounds, 0.73% hits;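 active = inhibition above its plate's cutoff, the mean inhibition of sample wells plus 3 SD, cut at about 27% in these data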;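 note: 0% = acetylcholine EC80 with DMSO and 100% = DMSO without agonist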
# Starred values were filed as active, the others as inactive.
# Letter code – A = CHRM5 antagonist; B = M1 PAM parental; C = M4 PAM; D = CHO-K1 Ca antag; E = CHRM5 agonist; F = M4 ag; G = M5 PAM; H = M1 ag parental; I = M4 antag
Cc1ccc(S(=O)(=O)Cc2ccc(C(=O)NCCCN3CCCC3=O)o2)cc1
  A = 2; B = 12; C = 12; D = -2; E = 1; F = 1; G = -9; H = 0.3; I = -18
O=C(CCNS(=O)(=O)c1ccccc1C(F)(F)F)N1CCN(c2ccccc2O)CC1
  A = 8; B = -23; C = 9; D = 1; E = 5; F = 6; G = -4; H = 1.3; I = -4
Cc1onc(-c2ccccc2Cl)c1C(=O)OCC(=O)N1CCCc2ccccc21
  A = 3; B = 10; C = -9; D = -11; E = -1; F = 3; G = -9; H = 1.3; I = -4
COc1ccc(CCNC(=O)COC(=O)c2cc(OC)c(OC)cc2OC)cc1OC
  A = 11; B = -1; C = -5; D = 6; E = -2; F = 1; G = -3; H = -0.1; I = 4
CC(=O)N1c2ccccc2Sc2ccccc21
  A = 17; B = 4; C = -10; D = 6; E = -19; F = -1; G = -9; H = 0.5; I = 10
CCCCNC(=O)Cn1c(=O)c2c(ncn2CCC(C)C)n(Cc2ccccc2)c1=O
  A = 2; B = -1; C = 1; D = -9; E = 0; F = 1; G = -2; H = -0.2; I = 1
CC1Cc2ccccc2N1C(=O)c1ccnc(C(C)(C)C)c1 (centres undefined)
  A = 2; B = 20; C = -3; D = -10; E = 5; F = -2; G = -10; H = 1.1; I = 4
NC(CCc1ccccc1)c1csc(Nc2ccc(C(=O)NCCCO)cn2)n1 (centres undefined)
  A = -1; B = -12; C = 3; D = 1; E = 1; F = 0; G = 1; H = -0.2; I = -4
Brc1ccc(CSc2nnc3ccccn23)cc1
  A = 13; B = 5; C = 2; D = -19; E = -11; F = 0; G = 0; H = 0.0; I = 0
COc1ccccc1OCCC(=O)OCC(=O)NCc1ccccc1
  A = -1; B = 13; C = 10; D = -11; E = -1; F = -1; G = 4; H = 0.4; I = 1

# 3 compounds from above, limited to M1 PAM parental.
SMILES,M1 PAM parental
Cc1onc(-c2ccccc2Cl)c1C(=O)OCC(=O)N1CCCc2ccccc21,10
COc1ccc(CCNC(=O)COC(=O)c2cc(OC)c(OC)cc2OC)cc1OC,-1
CC(=O)N1c2ccccc2Sc2ccccc21,4

# More structures follow.
# Letter code – A = CHRM5 antagonist; B = M1 PAM parental; C = M4 PAM; D = CHO-K1 Ca antag; E = CHRM5 agonist; F = M4 ag; G = M5 PAM; H = M1 ag parental; I = M4 antag
O=C(OCc1ccccc1)c1cc(S(=O)(=O)N2CCCCC2)ccc1N1CCOCC1
  A = 10; B = -8; C = -7; D = 7; E = 0; F = 5; G = -15; H = 0.2; I = -2
COc1cc(/C=N/NC(=O)CNC(=O)c2ccccc2)ccc1OC(=O)c1cccs1
  A = 5; B = 21; C = 0; D = -4; E = 1; F = 5; G = -7; H = 1.1; I = -6
CC(C)[C@H](NC(=O)N1c2ccccc2NC(=O)[C@@H]1C(C)C)C(=O)N[C@@H](Cc1c[nH]c2ccccc12)C(=O)O
  A = 3; B = 9; C = 9; D = -3; E = 2; F = 0; G = 3; H = -0.2; I = -14
CCCCCC(=O)N[C@@H](c1ccccc1)[C@@H](O)C(=O)O[C@H]1C[C@@]2(O)[C@@H](OC(=O)c3ccccc3)C3[C@](C)(C(=O)[C@H](OC(C)=O)C(=C1C)C2(C)C)[C@@H](O)C[C@H]1OC[C@@]31OC(C)=O (some centres undefined)
  A = -6; B = 15; C = 9; D = -10; E = -1; F = 0; G = 0; H = -0.6; I = -12
CCOC(=O)N1CCN(CC(O)COc2ccc(C)cc2C(C)(C)C)CC1 (centres undefined)
  A = 10; B = 25; C = 9; D = -10; E = -3; F = 1; G = -8; H = 2.5; I = 1
CN(c1ccccc1)S(=O)(=O)c1ccc(Cl)c(C(=O)Nc2nn[nH]n2)c1
  A = 2; B = -2; C = 5; D = -9; E = -4; F = 1; G = -1; H = -0.2; I = -2
Cc1nc2ccc(C(=O)O)cc2c2c1CC(C)S2 (centres undefined)
  A = -1; B = 8; C = 0; D = -1; E = -1; F = 1; G = 0; H = 0.0; I = 1
COc1ccc(-c2nnn(CC(=O)NC3CCCc4ccccc43)n2)cc1OC (centres undefined)
  A = 1; B = 8; C = 1; D = -9; E = -2; F = 1; G = -3; H = 0.1; I = 3
COc1ccc(-n2nnnc2SCC(=O)NCCc2ccccc2)cc1OC
  A = 0; B = 2; C = 7; D = -8; E = -2; F = 1; G = -6; H = 1.0; I = -2
Nc1cc(OC(=O)c2cccs2)nn1S(=O)(=O)c1ccc(F)cc1
  A = 7; B = 14; C = 3; D = -4; E = -2; F = 0; G = 11; H = 0.5; I = 5
CCOc1ccc(NC(=O)CCc2c(C)nn(-c3ccc(N4CCCCC4)nn3)c2C)cc1
  A = 4; B = 11; C = -3; D = -19; E = -1; F = 5; G = 0; H = 2.7; I = -3
Cc1[nH]n(-c2ccc([N+](=O)[O-])cc2)c(=O)c1C=NCCN1CCN(C(=O)c2ccc(Br)cc2)CC1
  A = -1; B = -4; C = 1; D = 9; E = -3; F = 1; G = -4; H = -0.7; I = 3
Cc1ccc(NC(=O)CSc2nc3ccccc3c3nc4ccccc4n23)cc1
  A = 3; B = 15; C = 4; D = -17; E = 1; F = 2; G = 2; H = 1.2; I = 2
CCN1CCc2nc(N)oc2CC1
  A = -3; B = 9; C = -5; D = 1; E = 0; F = 1; G = -1; H = 0.2; I = 1
C#CCOCCOCCOCCNc1nc(N2CCN(C(=O)CCCCCCCCCCNC(=O)[C@@H](CCSC)n3cc(CCO)nn3)CC2)nc(N2CCN(C(=O)CCCCCCCCCCNC(=O)[C@@H]([C@H](C)O)n3cc(C)nn3)CC2)n1
  A = 27*; B = 2; C = -5; D = -6; E = 2; F = 3; G = -8; H = 1.0; I = 12
O=c1[nH]cc(S(=O)(=O)N2CCN(c3ccc(F)cc3)CC2)c(=O)[nH]1
  A = 1; B = 5; C = 4; D = 10; E = 0; F = 0; G = 2; H = 0.0; I = -8
COc1cc(C(c2c(C)[nH][nH]c2=O)c2c(C)[nH][nH]c2=O)ccc1OS(=O)(=O)c1ccccc1
  A = 2; B = 1; C = 6; D = -8; E = 1; F = 1; G = -2; H = -0.6; I = 11
CCCCCn1nc(C(=O)OCc2nnc(-c3ccccc3)o2)c2ccccc2c1=O
  A = 2; B = 10; C = 5; D = 1; E = 2; F = 0; G = 2; H = 0.3; I = -4
CCCCn1c(CN(Cc2ccccc2)Cc2ccccc2)nc2c1c(=O)n(C)c(=O)n2C
  A = 3; B = -5; C = 2; D = 2; E = -3; F = 0; G = -8; H = 0.0; I = 5
C#CCOCCOCCOCCNc1nc(N2CCN(C(=O)CCCCCCCCCCNC(=O)[C@@H](CCC(=O)O)n3cc(CCCCCN)nn3)CC2)nc(N2CCN(C(=O)CCCCCCCCCCNC(=O)[C@H](CCCCN)n3cc(C[C@@H](C)CC)nn3)CC2)n1
  A = 10; B = 5; C = -12; D = -12; E = 0; F = 33*; G = 0; H = 3.3; I = 4
COc1ccccc1N1CCN(C(=O)C2CC(=O)N(c3ccccc3)C2)CC1 (centres undefined)
  A = 8; B = -10; C = 2; D = -16; E = 0; F = 3; G = -2; H = 2.6; I = -9
Cc1ccc(C)c(NC(=O)C(OC(=O)c2ccc(CO)cc2)c2ccccc2)c1 (centres undefined)
  A = 8; B = 11; C = 1; D = -1; E = 2; F = 9; G = -7; H = 7.6; I = 0
O=C(C1=C(O)C(=O)N(c2ncccn2)C1c1ccc(Cl)c(Cl)c1)c1ccco1 (centres undefined)
  A = 5; B = -5; C = 1; D = -2; E = 4; F = 7; G = -1; H = 1.4; I = 0
CC(C)c1ccc(N(CC(=O)NCCc2ccccc2)C(=O)c2csnn2)cc1
  A = -3; B = -14; C = 4; D = -6; E = -1; F = 2; G = 0; H = 0.6; I = -8
Cc1cc(C(=O)Cn2nnc(-c3ccc(Cl)cc3)n2)c(C)n1-c1ccccc1
  A = 7; B = 15; C = -6; D = 0; E = 4; F = 12; G = -8; H = 6.1; I = -6
Cc1cc(C)n(-c2nc3ccccc3nc2Nc2ccc3[nH]c(=O)[nH]c3c2)n1
  A = -14; B = 1; C = 17; D = -26; E = 0; F = 1; G = 10; H = -0.5; I = -15
Cc1ccc(S(=O)(=O)N2CCN(C(=O)COC(=O)c3cnc(C)cn3)CC2)c(C)c1
  A = -5; B = 14; C = -7; D = 4; E = -2; F = 0; G = 4; H = -0.5; I = -7
CS(=O)(=O)N1CCN(c2ccc([N+](=O)[O-])cc2C(F)(F)F)CC1
  A = 0; B = 7; C = 4; D = 1; E = -1; F = 2; G = 6; H = 0.6; I = 9
COc1ccccc1C=NNC(=O)NN=Cc1ccccc1OC
  A = 9; B = 12; C = 7; D = -13; E = 1; F = 1; G = -2; H = 0.0; I = 0
CC(=O)Oc1ccc(NC(=O)CCC2CCCCC2)c(C(=O)O)c1
  A = 7; B = 18; C = 5; D = -8; E = -1; F = -1; G = 1; H = 0.1; I = 2
O=C(Cc1n[nH]c(=O)c2ccccc12)OCC(=O)c1ccccc1
  A = 11; B = 7; C = 3; D = -13; E = 7; F = 3; G = -1; H = 1.5; I = 7
N#CCCn1cc(C(=O)Nc2ccccn2)c(-c2ccccc2)n1
  A = 0; B = 3; C = 2; D = -5; E = 1; F = 0; G = 2; H = 0.2; I = -2
CCOC(=O)c1cnn(CC2CCCCC2)c1N
  A = -3; B = 13; C = 5; D = -9; E = 2; F = 1; G = 1; H = 0.5; I = -2
CN(C(=O)c1cccc(NC(=O)Cc2cccc(NC(=O)C3CCN(C(=O)C4CC4)CC3)c2)c1)C1CCC1
  A = 4; B = 13; C = 8; D = -3; E = -1; F = -1; G = -5; H = 0.3; I = -11
CCN(CC)C(=O)/C(=C\c1ccc2c(c1)OCO2)NC(=O)c1ccc(Br)cc1
  A = -2; B = -11; C = -13; D = 15; E = 1; F = -1; G = 6; H = 0.1; I = 1
CCCCCN1CC(=O)N2[C@@H](Cc3c([nH]c4ccccc34)C2(C)C)C1=O
  A = -15; B = -7; C = 4; D = -4; E = 0; F = 7; G = 10; H = 1.4; I = -5
CC(C)c1nccn1S(=O)(=O)c1cc([N+](=O)[O-])ccc1Cl
  A = 4; B = 8; C = 2; D = 3; E = 0; F = 1; G = -1; H = 0.4; I = 2
O=[N+]([O-])c1cc(S(=O)(=O)N2CCOCC2)ccc1NS(=O)(=O)c1ccccc1
  A = 20; B = 10; C = 1; D = -12; E = -3; F = 1; G = -21; H = 1.8; I = 4
CSc1nnc(C2CCN(CC(=O)Nc3ccccc3N3CCOCC3)CC2)n1C
  A = 0; B = -4; C = -2; D = 7; E = -1; F = 1; G = 4; H = 13; I = 2
COc1cc(C)ccc1Oc1ccc([N+](=O)[O-])cc1
  A = 0; B = 22; C = 3; D = -14; E = -3; F = 0; G = 2; H = -0.5; I = -14
O=C(NC(=S)NCc1cccnc1)c1cc(Br)ccc1Cl
  A = -8; B = -14; C = 12; D = 4; E = -1; F = 3; G = 22*; H = 1.6; I = -3
CC(NC(=O)c1cnc2ccccc2n1)c1ccccc1 (centres undefined)
  A = -3; B = 7; C = -3; D = -17; E = 7; F = 8; G = 0; H = 8.2; I = 4
COc1ccc(S(=O)(=O)n2nc(OCc3cccs3)cc2N)cc1
  A = 3; B = -4; C = 4; D = 4; E = 4; F = 4; G = 2; H = 0.0; I = -1

# Assay outcomes deposited in PubChem BioAssay by The Scripps Research Institute Molecular Screening Center.
